LGR2 inh – inhibitors of bursicon-induced Drosophila LGR2 receptor cAMP signaling; HEK293 LGR2, CRE-luciferase, bursicon-stimulated, 4 h; inhibition, % at 9.99 µM; hit rate 0.35% among 380,000;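 active = drop in luminescence signal, shown as inhibition above about 50% in the replicate tests, limit read from the data, passing the limit was not always enough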;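 note: agonist challenge used bursicon conditioned medium at about half maximal strength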
PGC1a acetyl inh – lowers PGC1a acetylation signal in U2OS cells. AlphaScreen anti-acetyl-lysine; with virally co-expressed GCN5 acetyltransferase. inhibition, % at 15.6 µM. hit rate 0.17% among 350,000. AID 651687;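 active = every replicate shows inhibition of at least 40%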;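 note: 0% = neutral control wells and 100% = positive control wells; some results beyond the cut were filed as inactive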
PAX8 reporter – lowers PAX8-driven luciferase in RMG-I cells; inhibition, % at 12.6 µM; hit rate 1.2% among 360,000; AID 652154; RMG-I TPO-luciferase reporter, SteadyGlo, 24 h;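 active = mean replicate inhibition at least 60% with every replicate also reaching 60%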;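 note: luciferase light reporting Pax8 driven TPO promoter activity; plate controls were median of neutral control wells for no effect and mitoxantrone controls for full effect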
Casp6 inh – blocks human caspase-6 cleavage activity; inhibition, % at 12.5 µM; P55212; purified caspase-6, Z-VEID-R110 cleavage fluorescence; hit rate 0.53% among 350,000;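 active = mean inhibition across replicates at least about 35%, with every replicate also reaching that limit, limit read from the data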;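 note: 0% = median of neutral control wells and 100% = no fluorescence left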
Target sequence (P55212 24-179 limits assumed): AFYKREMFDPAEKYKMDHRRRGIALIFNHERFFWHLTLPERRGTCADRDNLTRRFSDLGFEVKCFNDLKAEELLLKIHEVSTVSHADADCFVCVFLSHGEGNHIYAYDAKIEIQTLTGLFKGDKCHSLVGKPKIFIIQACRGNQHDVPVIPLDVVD
Target sequence (P55212 194-293 limits assumed): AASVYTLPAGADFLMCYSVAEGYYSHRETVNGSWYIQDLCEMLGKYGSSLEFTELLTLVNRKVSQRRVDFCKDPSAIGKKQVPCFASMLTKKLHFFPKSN
FN deposit inh – fibronectin deposition inhibition. inhibition, % at 12.6 µM. hit rate 0.086% among 350,000. AH1F fibroblasts, Alexa488-fibronectin deposition fluorescence, overnight. AID 743247;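 active = mean inhibition across replicates of 30% or more, regardless of how many single replicates reach that level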;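 note: positive control wells lacked labelled fibronectin entirely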
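Measured by – fluorescence 485/525 nm · System – AH1F fibroblast monolayer, labelled fibronectin deposition · Amount – 10000 cells per well · Buffer or medium – serum-reduced DMEM (2% serum) · Doses – single dose, pinned · Also added – fluorescent fibronectin at 24 nM final · Schedule – 1 h cell attachment, overnight exposure to compound and label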
EWS-Fli inh – EWS/Fli transcriptional activity inhibition; inhibition, % at 12.6 µM; hit rate 0.67% among 350,000; A673 NR0B1-luciferase reporter, viability-normalised;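 active = mean inhibition of at least 50% after viability correction, with every replicate also passing that limit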;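 note: firefly luciferase signal divided by Alamar Blue viability fluorescence both relative to DMSO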
Cneo AK release – causes C. neoformans cell lysis. hit rate 0.2% among 360,000. adenylate kinase release luminescence, 4 h; normalised: neutral wells 0, clomiphene wells 100. lysis activity, % at 15 µM;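 active = mean lysis activity across replicates of at least 80%, whatever share of replicates individually reach that level; inactive = mean lysis activity below 80%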
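Test system: log-phase Cryptococcus neoformans yeast cells. Input: 5 × 10^6 yeast cells/mL. Medium: fresh YPD growth medium. Doses: single dose. Incubation: static 4 h at 37 °C with compound, 1 h detection. Measured by: luminescent adenylate kinase detection reagent. Read-out: signal increase indicating cell lysis. Benchmarks: Clomiphene.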
miR122 inh – inhibitors of miR-122 in Huh7 cells; Huh7 miR-122 Renilla luciferase sensor, 48 h; neutral wells = 0, positive control = 100; activation (reporter increase), % at 12.5 µM; hit rate 0.3% among 340,000;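 active = mean replicate activation score at least 90 and every replicate individually at or above 90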;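 note: higher luciferase means less miR-122 activity so hits act as miR-122 inhibitors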
Numbers without * were called inactive; . = not tested or not shown; [ ] = another dose, or the depositor's remark.

SMILES	LGR2 inh	PGC1a acetyl inh	PAX8 reporter	Casp6 inh	FN deposit inh	EWS-Fli inh	Cneo AK release	miR122 inh
Cc1cccc(Cl)c1NC(=O)N(C)c1ccccc1	-25	.	-9	0	.	4	.	.
COCCNC(=O)CSc1c2c(nc3ccc(Cl)cc13)CCCC2	0	.	4	2	1	7	.	.
CCC(=O)N1[C@H](CO)[C@H](c2ccc(-c3ccccc3)cc2)[C@@H]1CNC(=O)COC	17	4	-2	.	-1	-12	0	14[16.7 µM]
CCC(CO)NCc1ccc(Br)cc1 (centres undefined)	0	.	3	-1	-10	4	2	5
CC1(C(=O)NCCC#N)CCN1C(=O)CC(c1ccccc1)c1ccccc1 (centres undefined)	11	8	10	-1	2	3	-3	-11
COCC#Cc1ccc([C@H]2[C@H](CO)N3CCCCN(S(=O)(=O)c4cccc(OC)c4)C[C@@H]23)cc1	-10	-8	-25	.	.	.	-2	-7[16.7 µM]
CN(C)CC(=O)N1C[C@@H]2N[C@H](C1)C2c1ccc(C2=CCCCC2)cc1 (some centres undefined)	-12	-8	-22	.	0	21	.	.
C[C@@H]1CN([C@H](C)CO)S(=O)(=O)c2ccc(C3=CCCCC3)cc2O[C@@H]1CN(C)C(=O)Cc1ccccc1	11	5	.	-1	7	15	-2	23[16.7 µM]
Cc1onc(-c2ccccc2)c1C(=O)OCCOc1ccccc1F	-8	-23	-13	0	7	-7	0	-15
Fc1cccc(Cc2noc(CN3CCCN(C4Cc5ccccc5C4)CC3)n2)c1	-12	1	6	-1	8	9	.	-3
Cc1cccc(NS(=O)(=O)c2ccc(OCC(=O)N3CCCC3)cc2)c1	-13	.	11	1	3	2	1	25
CC(=O)c1cc(Cc2csc(C(C)=O)c2)cs1	-10	0	.	.	.	0	-2	-3
C[C@H]1CCCCO[C@@H](CN(C)C(=O)Nc2ccccc2)[C@@H](C)CN([C@@H](C)CO)C(=O)c2cc(NC(=O)Nc3ccc(C(F)(F)F)cc3)ccc2O1	13	-2	17	.	.	-12	.	.
Cc1ccc(-n2nnnc2SCC(=O)NCC2(N3CCCCC3)CCCCC2)c(C)c1	7	-12	13	-5	-2	3	-2	-7
Cc1cc(C)c(OCC(=O)N2CC=C(c3ccccc3)CC2)c(C)c1	-1	3	1	1	2	6	0	-6
CN1c2ccc(Br)cc2[C@H]2[C@H](CCN2S(=O)(=O)c2ccccc2)[C@@H]1CO	3	-9	1	-5	5	5	1	6[16.7 µM]
N#CC1c2ccccc2C=CN1C(=O)N(c1ccccc1)c1ccccc1 (centres undefined)	.	16	78*	-2	-5	13	-1	-5
O=C(O)c1cc(N2CCCC2)ccn1	8	.	3	0	-2	-8	.	.
CC(=O)c1ccc(S(=O)(=O)N2CCN(CC(=O)Nc3ccc(Cl)c([N+](=O)[O-])c3)CC2)cc1	-7	.	6	0	-1	8	0	.
COC(=O)c1ccc(NC(=O)CSc2nccn2CCc2ccccc2)cc1	.	-37	-25	.	5	.	1	4
CC(=O)Cn1c(CN2CCCC2)nc2ccccc2c1=O	.	.	14	-1	-3	8	-2	.
COc1ccc(-c2ccc([C@H]3[C@@H](CO)N4C(=O)CN(C(=O)C5CCCC5)C[C@@H]34)cc2)cc1	20	-13	9	2	-1	-22	.	.
COc1ccc2c3c([nH]c2c1)[C@H](CO)N(C(=O)Nc1ccc(F)cc1)CC31CN(C(=O)Nc2c(C)noc2C)C1	-22	2	.	-1	-1	4	.	.
Cc1ccc(N2CCN(c3ccc(NC(=O)CCC(=O)O)cc3)CC2)cc1	-13	1	-11	.	1	.	-1	-5

Given as comma-separated lines: part of the list above.
structure,LGR2 inh,PGC1a acetyl inh,PAX8 reporter,Casp6 inh,FN deposit inh,EWS-Fli inh,Cneo AK release,miR122 inh
Cc1ccc(N2CCN(c3ccc(NC(=O)CCC(=O)O)cc3)CC2)cc1,-13,1,-11,.,1,.,-1,-5
COc1ccc2c3c([nH]c2c1)[C@H](CO)N(C(=O)Nc1ccc(F)cc1)CC31CN(C(=O)Nc2c(C)noc2C)C1,-22,2,.,-1,-1,4,.,.

Next part
SMILES	LGR2 inh	PGC1a acetyl inh	PAX8 reporter	Casp6 inh	FN deposit inh	EWS-Fli inh	Cneo AK release	miR122 inh
CO[C@@H]1CN(C)C(=O)c2ccc(NC(=O)c3cnccn3)cc2OC[C@H](C)N(CC2CC2)C[C@@H]1C	20	7	4	0	.	.	.	.
COCCn1cc(C(=O)NCCN(C)C)c2c3ccccc3n(C)c2c1=O	1	.	3	-1	3	4	1	.
COc1nccc(C(F)(F)F)c1C(=O)Nc1ccc(Cl)cc1	11	-2	-15	-5	-161	2	-3	1
C[C@@H]1CCCCO[C@@H](CN(C)C(=O)Nc2ccc3c(c2)OCO3)[C@@H](C)CN([C@H](C)CO)C(=O)c2cc(NS(=O)(=O)c3cccs3)ccc2O1	-10	6	0	1	.	-6	0	-2[16.7 µM]
COc1cccc(N2CCN(C(=S)NCc3ccco3)CC2)c1	.	14	-22	.	.	.	1	6
O=C(/C=C/c1ccc(Cl)c(C(F)(F)F)c1)N1CCN(c2ccccn2)CC1	6	.	-7	1	3	.	1	1
CCCNC(=O)C1(C)CCN(C(=O)Cc2ccc3ccccc3c2)C1 (centres undefined)	10	-5	-3	-1	2	1	0	-5
OC[C@H]1[C@@H](c2ccc(-c3cccc(F)c3)cc2)[C@H]2CN(Cc3cncnc3)CCCCN21	17	-1	28	0	6	-3	-2	5[16.7 µM]
C[C@@H]1CN([C@H](C)CO)C(=O)c2cc(NS(=O)(=O)c3cn(C)cn3)ccc2O[C@@H]1CN(C)Cc1ccc(Oc2ccccc2)cc1	-9	-2	.	2	.	-5	2	-2[16.7 µM]
CC(C)C[C@H]1COc2ccc(Cl)cc2S(=O)(=O)N1C[C@H](NC(=O)OC(C)(C)C)C(C)C	2	.	17	1	-9	15	.	.
Cc1cccc(C(=O)NNC(=O)CSc2nnc(C3CC3)n2C)c1	-7	.	6	10	11	.	.	-17
C=CC(=O)NCC1OCCc2ccccc21 (centres undefined)	-5	-8	7	5	4	-1	-2	-2
COCC(=O)N1C[C@H](C)[C@@H](OC)CN(C)C(=O)c2ccc(NC(=O)c3cnccn3)cc2OC[C@H]1C	4	11	-10	-2	20	0	-3	.
CN1CCN(C(=O)C[C@H]2CC[C@H](NC(=O)Nc3ccccc3F)[C@@H](CO)O2)CC1	14	-2	-11	-1	2	-1	1	.
O=C(CNc1cccc(S(=O)(=O)N2CCCC2)c1)Nc1cccc(F)c1	1	.	14	-2	-12	7	-1	17
CC(=O)NC1=NC(=O)C(C)S1 (centres undefined)	15	-11	.	.	.	.	-1	0
COc1ccc(CN(C)C[C@@H]2Oc3c(NC(=O)Nc4c(C)noc4C)cccc3C(=O)N([C@H](C)CO)C[C@@H]2C)cc1	17	6	-7	1	.	0	-1	0[16.7 µM]
CCOC(=O)c1c(NC(=O)CCl)sc(C(=O)N(CC)CC)c1C	.	-19	.	.	-27	.	1	0
COCC(=O)Nc1ccc2c(c1)C(=O)N(C)[C@H]1CC[C@H](CC(=O)NCc3ccc(OC)cc3)O[C@H]1CO2	0	-4	-38	.	-7	-4	-3	4[16.7 µM]
CCOc1ccc(C(=O)NCCN2CCOCC2)cc1	-24	-3	-10	-2	-5	8	-4	-3
Cc1nnc(SCC(=O)N2CCCCC2)n1CC1CCCO1 (centres undefined)	.	1	8	.	2	.	-2	0
CC(=O)c1ccc(NC(=S)Nc2cccc3cnccc23)cc1	12	3	-23	0	.	-28	.	3
CN1CCc2c(sc(NC(=O)c3ccc(S(=O)(=O)N4CCCC4)cc3)c2C(N)=O)C1	5	.	5	-1	.	.	-3	.
CCCN(CC(=O)Nc1ccccc1C)C(=O)c1ccc(S(=O)(=O)N2CCCCCC2)cc1	0	-4	3	-2	0	-2	3	10
CC(C)c1ccc(-c2csc3nc[nH]c(=O)c23)cc1	-9	7	-24	0	-12	-33	-5	-6
Cc1cc(F)ccc1S(=O)(=O)Nc1ccccc1C(=O)NCc1ccccn1	10	.	12	1	-5	-10	.	.
O=S(=O)(c1ccc(F)cc1)N1CCCCN2[C@H](CO)[C@@H](c3ccc(C#CC4CCCC4)cc3)[C@H]2C1	.	-3	5	0	.	22	-3	-26[16.7 µM]
CCCOCC1CC2(SC(=Nc3ccc(C)cc3)NC2=O)C(=O)O1 (centres undefined)	.	-1	-7	.	2	.	1	0
CC(C)[C@@H]1Cc2[nH][nH]c(=O)c2[C@H](C(C)C)O1	13	.	1	1	-2	0	.	.
COC(=O)C1=CO[C@@H](O[C@@H]2O[C@H](CO)[C@@H](O)[C@H](O)[C@H]2O)[C@H]2[C@@H]1C(=O)C[C@@H]2C	7	-2	-3	4	4	-12	1	-3
COc1ccc(-c2cnc3c(c2)C(=O)N([C@@H](C)CO)C[C@@H](C)[C@H](CN(C)S(=O)(=O)c2ccc(OC)cc2)O3)cc1	-4	2	.	.	-4	2	.	0[16.7 µM]
CN(C)CCCNC(=O)C[C@H]1CC[C@@H]2[C@@H](COc3ccc(NC(=O)c4cccc(F)c4)cc3C(=O)N2C)O1	2	2	-22	1	3	-14	-2	-25[16.7 µM]
CN(C)c1ccc2c(=O)cc[nH]c2c1	11	.	-25	16	-3	2	.	.
Cc1ccccc1CNC(=O)C(=O)NCC1OCCCN1S(=O)(=O)c1cccs1 (centres undefined)	-7	.	-12	2	6	.	-2	.

By substructure, the entries above containing an aryl methoxy group.
SMILES	LGR2 inh	PGC1a acetyl inh	PAX8 reporter	Casp6 inh	FN deposit inh	EWS-Fli inh	Cneo AK release	miR122 inh
COCC#Cc1ccc([C@H]2[C@H](CO)N3CCCCN(S(=O)(=O)c4cccc(OC)c4)C[C@@H]23)cc1	-10	-8	-25	.	.	.	-2	-7[16.7 µM]
COc1ccc(-c2ccc([C@H]3[C@@H](CO)N4C(=O)CN(C(=O)C5CCCC5)C[C@@H]34)cc2)cc1	20	-13	9	2	-1	-22	.	.
COc1ccc2c3c([nH]c2c1)[C@H](CO)N(C(=O)Nc1ccc(F)cc1)CC31CN(C(=O)Nc2c(C)noc2C)C1	-22	2	.	-1	-1	4	.	.
COc1nccc(C(F)(F)F)c1C(=O)Nc1ccc(Cl)cc1	11	-2	-15	-5	-161	2	-3	1
COc1cccc(N2CCN(C(=S)NCc3ccco3)CC2)c1	.	14	-22	.	.	.	1	6
COc1ccc(CN(C)C[C@@H]2Oc3c(NC(=O)Nc4c(C)noc4C)cccc3C(=O)N([C@H](C)CO)C[C@@H]2C)cc1	17	6	-7	1	.	0	-1	0[16.7 µM]
COCC(=O)Nc1ccc2c(c1)C(=O)N(C)[C@H]1CC[C@H](CC(=O)NCc3ccc(OC)cc3)O[C@H]1CO2	0	-4	-38	.	-7	-4	-3	4[16.7 µM]
COc1ccc(-c2cnc3c(c2)C(=O)N([C@@H](C)CO)C[C@@H](C)[C@H](CN(C)S(=O)(=O)c2ccc(OC)cc2)O3)cc1	-4	2	.	.	-4	2	.	0[16.7 µM]
